# Peg3 imprint = inducers of genomic imprint erasure in mouse ES cells; mouse ES Peg3-LacZ reporter, beta-gal luminescence, 40 h; Potency, µM (top dose mostly 60.7 µM), inactives show at the highest dose activity change, positive = activation, usual class: activators; 110,000 tested, 0.02% active;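 further: 0% = negative control wells on the plate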
#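 Imprint erasure is scored as LacZ activity from the silenced maternal Peg3 allele in feeder-free female ES cells cultured 40 h with LIF. Luminescence is normalized to in-plate negative controls and fitted to the Hill equation.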
# IkB sig inh = suppresses IkB signaling in ABC-DLBCL reporter cells; Potency, µM (highest dose often 57.1 µM), for inactives: top-dose IkBa stabilization activation; ABC-DLBCL IkBa-CBG/CBR dual luciferase ratio, 4 h; response scale: scaled: untreated 0%, proteasome inhibitor 100%; 110,000 tested, 0.04% active; active means well fitted curve in the direction sought with a large enough effect in the signal ratio, not every such curve was filed as active; inconclusive means small, poorly fitted or top-dose-only effect, or a change in a side signal; the % refers to the signal ratio;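 further: the direction sought is a rising ratio; 0% = basal untreated cells and 100% = reference inhibitor full response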
#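 Curves were fitted separately to fusion (green), unfused (red) and ratio luminescence, then classed by r2, magnitude and activity. Cells: OCI-Ly3, 4 h compound plus doxycycline at 37C; 10 uM MG-132 defined full response.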
# p53ts 32C kill = kills p53ts cells at the permissive temperature | H1299-p53A138V at 32C, ATP luminescence viability, 24 h | Potency, µM (top dose mostly 46.1 µM), inactives show at the highest dose activity change, negative = cytotoxicity, hits mostly cytotoxic | 130,000 tested, 0.93% active | AID 924;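 further: 0% = DMSO and -100% = full killing by reference compound; nearly all actives have a fitted effect of over 55% in size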
#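 Cells: H1299 p53ts (A138V), 600/well, pre-incubated 16–30 h at 37C. Cpd up to 46 uM, 24 h, 32C. Readout: ATPlite luminescence, 20 min RT. Normalization: DMSO vs tamoxifen 100 uM. AC50 by Hill equation.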
# p53ts 39C kill = p53ts cell cytotoxicity, nonpermissive temperature; AID 902; H1299-p53A138V viability at 39C, ATP luminescence, 24 h; 130,000 tested, 1.5% active; Potency, µM (titrated, usually from 46.1 µM), for the others: at the top dose activity change, negative = cell killing, hits mostly cytotoxic; further: nearly all actives have a fitted effect of over 55% in size
# * marks the source's active call; other numbers are inactive results; u = inconclusive; x = no result given; & = joins results of further samples; [ ] = remark or other dose. Unless noted, the call rests on the fitted dose curve; in most records, active means well fitted curve in the direction sought with a large enough effect; inconclusive means small, poorly fitted or top-dose-only effect, or another doubt; inactive means no such curve, though single readings can be large; an effect the other way counts as inactive or inconclusive. Unless noted, on the % scale 0 is the no-effect control and ±100 the full control effect; potency means the concentration at half of the fitted maximal effect.
# Keys: A = Peg3 imprint; B = IkB sig inh; C = p53ts 32C kill; D = p53ts 39C kill
Structure: Cc1ccc(CNc2ncnc3c2cnn3-c2ccc(C)cc2C)cc1
  A: -13.1%[10.9 µM]; B: -3.6%; C: 3.8%; D: -22.2%
Structure: O=C1c2ccccc2C(=O)N1CCCC(=O)N1CCCc2ccccc21
  A: 13.2%; B: -1.4%; C: 1.0%; D: 8.8%
Structure: COc1cccc(NC(=O)c2nnn(Cc3ccc(Br)cc3F)c2N)c1
  A: -8.7%; B: -2.0%; C: 0.9%; D: -5.5%
Structure: CC(C)CNc1oc(-c2ccco2)nc1C#N
  A: x; B: x; C: -0.5%; D: 3.7%
Structure: CCOC(=O)[C@]1(CC(=O)O)CCCC1=O
  A: -14.0%[10.9 µM]; B: -0.4%[11.4 µM]; C: 1.5%[9.22 µM]; D: -10.8%[9.22 µM]
Structure: COc1ccccc1C1C(C(C)=O)=C(C)N=c2s/c(=C\c3cc(OC)c(OC)c(OC)c3)c(=O)n21 (configuration not stated)
  A: x; B: x; C: -4.1%; D: -3.9%
Structure: CCCN(CCC)CCNC(=O)c1cc2c(C)nc3ccccc3c2o1
  A: -15.2%; B: 5.8%; C: -11.0%; D: -3.5%
Structure: Cn1c(CSc2nnc(SCc3ccccc3)s2)nc2ccccc21
  A: -18.8%; B: u; C: -5.4%; D: -12.1%
Structure: Cc1scc(CN2CCN(c3ccccc3F)CC2)c1C
  A: -12.5%[10.9 µM]; B: -0.4%; C: -10.0%; D: -7.9%
Structure: CCS(=O)(=O)N1Cc2ccccc2CC1C(=O)N1CCN(c2cccc(C)c2C)CC1 (configuration not stated)
  A: -22.2%; B: u; C: 1.8%; D: -3.7%
Structure: CCN1/C(=C/C(=O)c2ccco2)Sc2ccccc21
  A: -25.1%; B: 1.9%; C: -20.6%; D: u
Structure: Cc1ccc(CNC(=O)CSc2c3c(nc4ccc(Cl)cc24)CCCC3)cc1
  A: -8.9%[10.9 µM]; B: 1.8%; C: 1.3%; D: -5.4%
Structure: CCCCNC(=O)CSc1nc2cc3c(cc2c(=O)n1CCCN(CC)CC)OCO3
  A: 7.0%; B: -0.1%; C: -4.5%; D: 6.9%
Structure: Cc1ccc(CNC(=O)CN2N=C(c3ccc(C)cc3)CCC2=O)cc1
  A: 7.2%[10.9 µM]; B: -2.6%; C: 3.3%; D: u
Structure: O=C(c1cc(-c2ccccc2O)on1)N1CCCCC1
  A: -17.4%[10.9 µM]; B: 18.6%; C: -29.1%; D: u
Structure: Cn1c(=S)c2[nH]c(SCCN3C(=O)c4ccccc4C3=O)nc2n(C)c1=O
  A: -2.8%[10.9 µM]; B: 1.3%[11.4 µM]; C: -2.0%[9.22 µM]; D: 1.3%[9.22 µM]
Structure: Cc1[nH]c(=O)c(C#N)c(C)c1Br
  A: -11.6%; B: -1.9%; C: -13.5%; D: -2.1%
Structure: CCc1cccc(C)c1NC(=O)CSc1nnc(N)s1
  A: -7.4%[10.9 µM]; B: 1.4%; C: 1.1%; D: -5.1%
Structure: CCn1cc(C(=O)OCC(=O)Nc2ccc(S(=O)(=O)N3CCCC3)cc2)c(=O)c2ccc(C)nc21
  A: -6.7%; B: 0.2%; C: 0.4%; D: -4.9%
Structure: COc1cc(C)c(S(=O)(=O)NCc2ccc3c(c2)OCO3)cc1C
  A: -2.9%; B: 1.5%; C: 1.5%; D: -3.6%
Structure: CCn1c(SCC(=O)N2CCC(C)CC2)nnc1-c1ccccc1O
  A: -6.9%[10.9 µM]; B: -0.2%; C: 15.2%; D: 38.1%[activator]
Structure: O=C(Nc1ccc(F)c(Cl)c1)C1CCCN1S(=O)(=O)c1ccc(F)cc1 (configuration not stated)
  A: -12.7%[10.9 µM]; B: u; C: -8.8%; D: 18.6%
Structure: COCCNC(=O)NC(=O)COC(=O)Cc1ccc2c(c1)OCCO2
  A: -2.6%; B: 0.5%; C: -2.8%; D: -7.2%
Structure: N#CCCN1CCN(Cn2c3ccccc3c3ccccc32)CC1
  A: x; B: 2.7%; C: -9.0%; D: -2.5%
Structure: COc1ccc(C)cc1NC(=O)c1ccc2c(c1)N(Cc1cccc(Cl)c1)C(=O)c1ccccc1S2=O (configuration not stated)
  A: -15.8%[10.9 µM]; B: 0.0%; C: 2.8%; D: 25.3%
Structure: COc1cc(OC)c(C2N(c3ccc(Cl)c(Cl)c3)C(=O)C3CCCN32)cc1OC (configuration not stated)
  A: -28.4%; B: 0.1%; C: 3.6%; D: -10.3%
Structure: Cc1cc(C)c(OCC(=O)N(Cc2ccc(N(C)C)cc2)CC2CCCO2)c(C)c1 (configuration not stated)
  A: -18.1%[10.9 µM]; B: u; C: 7.9%; D: -20.9%
Structure: O=C(CSc1oc(-c2ccco2)nc1S(=O)(=O)c1ccc(Br)cc1)c1ccccc1
  A: -7.7%[10.9 µM]; B: 4.7%; C: 7.7%; D: -10.9%
Structure: NC(=O)CSc1nnc(Cc2ccc3c(c2)OCO3)n1C1CCCCC1
  A: 25.5%; B: 0.0%; C: 0.3%; D: 19.0%
Structure: O=C(O)[C@H]1CCCN(CCC=C(c2ccccc2)c2ccccc2)C1
  A: -10.8%; B: 0.8%&7.6%; C: 1.7%&17.3%; D: -19.0%&13.9%
Structure: Cc1ccc2c(c1)c1c(c(=O)n(Cc3ccccc3)c(=O)n1CC(=O)Nc1ccccc1C)n2C
  A: 4.1%[10.9 µM]; B: -0.7%; C: 3.7%; D: 30.3%[activator]
Structure: CN(C(=O)c1cc2n(n1)C(C(F)(F)F)CC(c1ccco1)N2)c1ccc(OC(F)(F)F)cc1 (configuration not stated)
  A: 17.8%; B: 0.9%; C: -12.2%; D: -6.9%
Structure: O=C(OC(C(=O)NCC1CCCO1)c1ccc(F)cc1)c1ccco1 (configuration not stated)
  A: 3.1%; B: 0.3%; C: 1.1%; D: 7.6%
Structure: CC1=C(C(N)=O)C(c2cccc(Br)c2)n2nc(SCc3ccccc3Cl)nc2N1 (configuration not stated)
  A: 6.0%[10.9 µM]; B: 1.9%; C: -3.3%; D: -14.9%
Structure: CC(C)N(Cc1nnc(-c2ccccc2Cl)o1)C(=O)c1cccc(C#N)c1
  A: -12.8%; B: -0.2%; C: 7.9%; D: -0.5%
Structure: CNC(=O)c1ccc(N(Cc2ccccc2)S(C)(=O)=O)cc1
  A: 6.2%; B: -0.1%; C: 6.6%; D: 5.8%
Structure: COc1cccc(NC(=O)/C(C#N)=C\c2cn(Cc3ccc(Cl)cc3)c3ccccc23)c1
  A: -12.7%[10.9 µM]; B: u; C: 1.6%; D: 7.5%
Structure: COc1ccc(OC)c(N(CC(=O)NC2CC2)S(=O)(=O)c2ccc(C)cc2)c1
  A: -10.1%; B: -1.9%; C: -5.5%; D: 5.8%
Structure: COCCNC(=O)c1ccc2c(c1)N(Cc1cc(C)ccc1C)C(=O)c1ccccc1S2(=O)=O
  A: -9.6%[10.9 µM]; B: -0.9%; C: 16.9%; D: -6.6%
Structure: CC(C)(C)OC(=O)N1CCC(c2c(C(=O)Nc3ccc4c(c3)OCCO4)cnn2-c2ccc(F)cc2)CC1
  A: 7.4%[10.9 µM]; B: u; C: 13.9%; D: 5.1%
Structure: CCOc1ccc(NC(=O)CN(c2ccc(CC)cc2)S(=O)(=O)c2c(C)noc2C)cc1
  A: 13.5%[10.9 µM]; B: -1.8%; C: 4.1%; D: -7.2%
Structure: O=C(NCCc1ccccc1)C1CCCN1C(=O)NCc1ccccc1 (configuration not stated)
  A: -3.0%; B: 0.0%; C: -1.4%; D: 6.0%
Structure: O=C(NCc1ccccc1)c1ccc(F)c(S(=O)(=O)N2CCOCC2)c1
  A: -7.1%; B: -0.4%; C: -2.1%; D: -11.4%
Structure: COc1ccccc1N1CCN(c2ccc(=O)n(CC(=O)Nc3ccc(F)c(F)c3)n2)CC1
  A: 23.5%[10.9 µM]; B: u; C: 19.6%; D: -8.0%
Structure: CCOC(=O)c1c(C)nc2c(c1C)/C(=N/O)CC(C)(C)C2
  A: -2.9%; B: -2.2%; C: 7.6%; D: -5.7%
Structure: COc1ccccc1CN(CC(=O)NCc1ccco1)C(=O)CNS(=O)(=O)c1ccccc1
  A: -1.0%; B: 1.4%; C: -2.2%; D: -8.5%
Structure: COc1ccc(-c2noc(CCC(=O)Nc3ccc(C(F)(F)F)cc3)n2)cc1
  A: 6.5%[10.9 µM]; B: u; C: 1.2%; D: -12.9%
Structure: COc1ccc(CCNC(=O)Cn2ccc3cc(S(=O)(=O)N4CCCCC4)ccc32)cc1OC
  A: 5.5%[10.9 µM]; B: 1.4%; C: 2.3%; D: -6.9%
Structure: COc1ccc(-c2oc3ncn4nc(COc5ccc(Cl)cc5)nc4c3c2-c2ccc(OC)cc2)cc1
  A: -3.2%[10.9 µM]; B: -0.9%; C: -3.4%; D: 13.9%
Structure: CCOC(=O)c1c(C)c(C(=O)NCCCOC(C)C)c(C)n1C
  A: -4.7%; B: -1.2%; C: 10.1%; D: 8.1%

# One compound at a time, as listed above.
# O=C(c1cc(-c2ccccc2O)on1)N1CCCCC1 as listed: Peg3 imprint: -17.4%[10.9 µM]; IkB sig inh: 18.6%; p53ts 32C kill: -29.1%; p53ts 39C kill: u
# CCOC(=O)c1c(C)nc2c(c1C)/C(=N/O)CC(C)(C)C2 as listed: Peg3 imprint: -2.9%; IkB sig inh: -2.2%; p53ts 32C kill: 7.6%; p53ts 39C kill: -5.7%

# (listing goes on)
# Keys: A = Peg3 imprint; B = IkB sig inh; C = p53ts 32C kill; D = p53ts 39C kill
Structure: COc1ccc(Nc2oc(COc3ccc(C)cc3)nc2C#N)cc1
  A: x; B: x; C: -12.3%; D: -26.4%
Structure: Cc1nc(SCC(=O)Nc2ccccc2)c2oc3ccccc3c2n1
  A: -4.5%; B: 0.6%; C: 10.3%; D: 13.3%
Structure: COc1ccc(OC)c(S(=O)(=O)N2Cc3ccccc3CC2C(=O)Nc2ccc(C(C)=O)cc2)c1 (configuration not stated)
  A: 22.0%[10.9 µM]; B: -0.9%; C: 8.6%; D: -11.0%
Structure: O=S(=O)(O)c1cc(S(=O)(=O)O)c2c(N=Nc3cccc4ccccc34)c(O)ccc2c1
  A: 7.7%[10.9 µM]; B: -3.4%[11.4 µM]; C: -27.5%[9.22 µM]; D: -22.4%[9.22 µM]
Structure: COc1ccc(C2=NO[C@@H]3C(=O)N(C4CCCCC4)C(=O)[C@H]23)cc1OC
  A: -4.7%; B: 4.9%; C: -0.3%; D: 5.4%
Structure: COc1cccc(-c2nc(Cc3ccc(OC)c(OC)c3)no2)c1
  A: -19.0%; B: u; C: -6.5%; D: 2.5%
Structure: CC(CN1CCNCC1)(NS(=O)(=O)c1ccccc1)c1ccccc1 (configuration not stated)
  A: -32.3%[inhibitor]; B: 6.3%; C: 1.3%; D: 1.1%
Structure: O=C1C=C(N2CCN(c3ccccn3)CC2)C(=O)c2c(O)ccc(O)c21
  A: -21.9%[10.9 µM]; B: 5.01µM*; C: -12.7%[9.22 µM]; D: -20.0%[9.22 µM]
Structure: COCCNc1ccnc(-c2cccc(NS(C)(=O)=O)c2)n1
  A: 16.5%; B: -0.4%[11.4 µM]; C: -12.1%; D: -1.5%
Structure: COc1ccc(Oc2nc(C)cc(C)c2C#N)cc1
  A: -4.4%; B: -0.2%; C: 11.0%; D: 5.8%
Structure: Cc1oc(-c2ccc(Cl)cc2)nc1CS(=O)CC(=O)NCCN1CCCC1 (configuration not stated)
  A: -10.0%; B: 1.5%; C: -14.6%; D: u
Structure: CCOc1ccc(NC(=O)c2sc3nc4c(c(-c5ccccc5)c3c2N)C(=O)CC(C)(C)C4)cc1
  A: -10.8%[10.9 µM]; B: 0.8%; C: 2.4%; D: 7.7%
Structure: CC(=O)SC1CC2=CC(=O)CC[C@@]2(C)C2CC[C@@]3(C)[C@@H](CC[C@@]34CCC(=O)O4)C12 (some centres not stated)
  A: -14.7%; B: x; C: -2.3%; D: -15.2%
Structure: CCC1(c2ccccc2)C(=O)NCNC1=O
  A: -3.8%; B: u; C: 0.3%[1.84 µM]; D: 7.2%
Structure: O=C(CNS(=O)(=O)c1ccc(C(=O)N2CCOCC2)cc1)N1CCOCC1
  A: -3.0%; B: -0.3%; C: 2.2%; D: -2.2%

# Screening results deposited in PubChem by National Center for Advancing Translational Sciences (NCATS).
